CAL PDZ FP-1 = inhibitors of human CAL PDZ peptide binding; AID 504414; purified CAL PDZ, TMR-peptide fluorescence polarization, 1 h; Q9HD26; inhibition, % at 20 µM; 330,000 tested, 0.02% active;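 active = highest replicate inhibition of at least 40%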;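 note: plate controls were DMSO neutral control wells for no effect and unlabeled competitor peptide control wells for full effect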
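Test system: tagged CAL PDZ domain / Buffer or medium: sodium phosphate/NaCl buffer pH 7.4 with TCEP, IgG, Thesit / Reagent: TMR-labelled reporter peptide T*-PRC34 bound in PDZ groove / Compound dosing: single point, 20 µM / Schedule: 1 h incubation at room temperature before polarization reading / Technique: fluorescence polarization (mP) / Benchmarks: unlabelled peptide, DMSO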
SR-BI HDL uptake = blocks mouse SR-BI lipid uptake from DiI-HDL | ldlA[mSR-BI] CHO cells, DiI-HDL uptake fluorescence, 3 h | inhibition, % at 12.5 µM | 320,000 tested, 0.96% active | AID 488896;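 active = mean replicate inhibition of at least 70% and a set share of replicates each scoring 70 or more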;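 note: 0% = median of neutral control wells and 100% = median of positive control wells; values of inactives mirror those of a sister screen read the other way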
Target sequence (Q61009 whole entry, looked up): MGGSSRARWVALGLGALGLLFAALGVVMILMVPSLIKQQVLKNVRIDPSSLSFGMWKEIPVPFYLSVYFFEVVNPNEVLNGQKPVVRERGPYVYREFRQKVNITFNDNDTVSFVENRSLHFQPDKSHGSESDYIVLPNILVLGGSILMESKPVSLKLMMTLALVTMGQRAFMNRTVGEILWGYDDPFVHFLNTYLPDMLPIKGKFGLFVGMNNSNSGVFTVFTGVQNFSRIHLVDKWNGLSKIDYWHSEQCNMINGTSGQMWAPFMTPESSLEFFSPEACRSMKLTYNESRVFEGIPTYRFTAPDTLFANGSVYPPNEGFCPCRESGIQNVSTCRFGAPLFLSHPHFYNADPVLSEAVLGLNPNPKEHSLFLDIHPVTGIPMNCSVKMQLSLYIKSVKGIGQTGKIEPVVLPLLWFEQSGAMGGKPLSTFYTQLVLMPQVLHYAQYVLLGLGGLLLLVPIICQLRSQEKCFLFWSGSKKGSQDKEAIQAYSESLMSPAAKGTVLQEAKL
MITF act = increases MITF-driven TRPM1 promoter luciferase signal; SK-MEL-5 TRPM1-promoter luciferase, 24 h; % of positive control, neutral wells = 0; activation, % at 12.5 µM; 300,000 tested, 0.75% active; AID 588334;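 active = mean activation of at least 80% with every replicate also reaching 80%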;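 note: 0% = neutral control wells and 100% = parthenolide positive control wells; values of inactives mirror those of a sister screen read the other way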
NSD2 inh = blocks human histone methyltransferase NSD2. O96028. NSD2 peptide methylation, AlphaScreen, 120 min. inhibition, % at 12.5 µM. 310,000 tested, 0.54% active; in the data active = inhibition above about 50%
PfHsp90 yeast 2 = inhibits growth of yeast expressing Plasmodium falciparum Hsp90 | 310,000 tested, 0.32% active | inhibition, % at 9.4 µM | S. cerevisiae expressing PfHsp90, BacTiter-Glo ATP, 48 h; yeast lacking PDR1 and PDR3 efflux regulators;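 active = every replicate shows inhibition above about 80%, whatever the replicate mean, limit read from the data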;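 note: 0% = DMSO neutral controls and 100% = 20 µM radicicol positive controls; yeast relying on Plasmodium falciparum Hsp90 in place of its own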
SR-BI DiI-HDL act = activators of SR-BI mediated HDL lipid uptake. activation, % at 12.5 µM. 320,000 tested, 0.096% active. CHO ldlA[mSR-BI] cells, DiI-HDL uptake fluorescence, 3 h; 100 = double the neutral-control signal;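 active = mean replicate activation of at least 60% and every replicate at or above 60%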;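 note: 0% = median plate neutral-control signal and 100% = twice that signal; values of inactives mirror those of a sister screen read the other way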
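material = CHO ldlA[mSR-BI] cells | medium = Ham's F12 with 0.5% BSA, HEPES 25 mM, pH 7.4 | reagent = fluorescent DiI-HDL, 10 µg/mL final | compound dosing = single-point compound dose | incubation = 3 h, 37 °C | measured by = bottom-read fluorescence, 550/595 nm | measure = HDL uptake via cellular fluorescence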
PvdQ acylase = blocks Pseudomonas aeruginosa PvdQ acylase activity | AID 488965 | inhibition, % at 10 µM | 340,000 tested, 0.063% active | purified PvdQ acylase, fluorescence plate reader; in the data active = inhibition above about 30%, passing the limit was not always enough;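 note: 0% = vehicle neutral wells and 100% = reference inhibitor wells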
CAL PDZ FP-2 = inhibitors of human CAL PDZ peptide binding. inhibition, % at 24.9 µM. AID 602252. purified CAL PDZ, TMR-peptide fluorescence polarization, 1 h. Q9HD26. 300,000 tested, 0.92% active;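 active = mean inhibition of at least 30% with at least half of replicates also reaching 30%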;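 note: 0% = DMSO neutral control and 100% = excess unlabeled competitor peptide PRC23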
Rtt109 HAT inh = C. albicans Rtt109 histone acetyltransferase inhibition; Q5AAJ8; purified Rtt109/Vps75, ThioGlo CoA-SH fluorescence, 4 h; inhibition, % at 34.9 µM; 330,000 tested, 0.16% active; AID 540336;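 active = inhibition of at least 50% in every replicate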
dFosB act = mouse delta FosB homodimer activation; P13346; purified delta FosB, TAMRA-CDK5 oligo fluorescence polarization; percent of positive-control signal above neutral wells; activation, % at 25 µM; 340,000 tested, 0.99% active;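 active = mean activation above about 17%, with every replicate also reaching it, limit read from the data, passing the limit was not always enough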;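 note: fluorescence polarization rise as delta FosB binds a TAMRA Cdk5 AP-1 oligo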
Target sequence (P13346 whole entry, looked up): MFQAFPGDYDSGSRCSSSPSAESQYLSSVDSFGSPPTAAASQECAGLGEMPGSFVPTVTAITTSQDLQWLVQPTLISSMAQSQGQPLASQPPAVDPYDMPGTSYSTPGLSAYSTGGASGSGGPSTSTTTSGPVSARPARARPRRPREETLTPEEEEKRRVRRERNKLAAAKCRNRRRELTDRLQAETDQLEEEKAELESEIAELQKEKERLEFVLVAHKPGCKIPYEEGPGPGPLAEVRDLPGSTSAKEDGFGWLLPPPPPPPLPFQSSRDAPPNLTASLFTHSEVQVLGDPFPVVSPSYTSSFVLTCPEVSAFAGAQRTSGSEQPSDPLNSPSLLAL
Starred values were filed as active, the others as inactive; · = not tested or not shown.

SMILES	CAL PDZ FP-1	SR-BI HDL uptake	MITF act	NSD2 inh	PfHsp90 yeast 2	SR-BI DiI-HDL act	PvdQ acylase	CAL PDZ FP-2	Rtt109 HAT inh	dFosB act
CCCNC(=O)COC(=O)C1CCN(S(=O)(=O)c2ccc3c(c2)OCCO3)CC1	-2.4	-13.5	3.0	-4.7	-20.4	13.5	-14.5	-14.9	6.2	5.0
Cc1ccccc1OCC(=O)NCCCNC(=O)c1ccncc1	-2.7	-17.2	-0.7	3.1	-14.7	17.2	15.9	-3.3	15.2	-8.7
CCOC(=O)c1[nH]c2cc3c(cc2c1NC(=O)CN1CCc2ccccc2C1)OCO3	-0.9	-4.5	·	-1.2	-24.8	4.5	-0.7	·	-5.3	-0.3
O=C(NCC1CCCO1)C1CCN(C2CCN(Cc3cccs3)CC2)CC1 (stereo unspecified)	0.0	·	-5.2	·	-33.1	·	-16.6	-5.2	-0.9	10.3
Cc1ccc(S(=O)(=O)N2CCCC2=O)c(C)c1N(C)S(C)(=O)=O	-0.4	-13.9	·	-5.0	9.6	13.9	-5.6	-0.8	-1.5	-4.3
COc1ccc(C(CNC(=O)c2ccco2)N2CCOCC2)cc1 (stereo unspecified)	-0.2	-14.9	12.8	-1.2	10.4	14.9	-4.7	1.3	-4.2	1.8
Cc1nc(C)c(-c2csc(NCCc3ccccc3)n2)s1	-1.6	40.9	7.5	-2.8	-12.4	-40.9	-11.4	1.7	-2.1	-14.1
Cc1cc(C(=O)N2CCN(c3cccc(Cl)c3)CC2)c(C)o1	0.3	-2.2	-5.7	4.4	-9.8	2.2	-13.3	14.3	-12.8	-4.7
COC(=O)c1c(NC(=O)CCNCc2ccco2)sc2c1CCC2	-0.6	3.2	4.5	36.2	9.9	-3.2	3.7	-0.9	16.6	2.6
COC(C(=O)Nc1ccnn1C1CCN(Cc2cnn(C(C)C)c2)CC1)c1ccccc1 (stereo unspecified)	-0.2	-4.0	-1.6	1.5	15.6	4.0	3.4	5.3	4.8	-5.6
CSc1cccc(NC(=O)/C=C/c2ccc(Cl)cc2)c1	-2.9	48.0	·	-12.2	26.2	-48.0	-14.7	-0.2	8.5	-3.6
Cc1oc(/C=N/NC(=O)CC2(C)OCCO2)cc1Br	0.1	-5.4	-7.4	-0.4	18.3	27.7	7.8	-5.3	1.9	1.9
Cc1cc(C)nc(NC(=O)c2cc(-c3ccc4c(c3)OCO4)nc3ccccc23)c1	-0.6	57.9	-15.1	-4.0	7.0	-57.9	-12.3	-9.1	-9.0	-0.1
Cn1cc(Br)c(C(=O)N2CCc3ccccc32)n1	-1.3	-24.3	10.8	19.2	5.3	24.3	2.5	-4.2	-9.8	2.7
O=c1c2cnn(-c3ccccc3)c2ncn1CCc1ccccc1	-0.5	-25.3	55.4	-3.1	0.5	25.3	-11.1	-7.3	-0.8	-5.6
O=C(COc1cccc(F)c1)NNC(=O)Cc1ccc(Br)cc1	1.4	-6.5	-11.6	-4.8	-0.1	6.5	-15.0	-10.2	11.6	6.6
Cc1cc(Cl)ccc1NNC(=O)c1c(C)noc1C	0.9	-19.8	·	-6.5	2.5	19.8	-9.6	-4.8	-4.5	-0.1
O=C(NC1CCCCCC1)C1CCN(c2nc3ccccc3o2)CC1	·	-8.3	-12.9	-7.1	·	8.3	5.1	-7.4	-7.6	-2.8
CN(C)CCNC(=O)CN1C(=O)COc2ccc(C(C)(C)C)cc21	0.4	2.0	1.8	·	8.7	-2.0	-12.7	·	-2.3	0.1
O=C(C1=C(O)C(=O)N(CC2CCCO2)C1c1ccccc1[N+](=O)[O-])c1ccco1 (stereo unspecified)	0.1	·	-15.0	4.7	29.9	·	-9.8	·	-1.1	5.0
CCCCCCNC(=O)CC(NS(=O)(=O)c1ccc(NC(C)=O)cc1)C(C)C (stereo unspecified)	2.6	7.1	-30.2	9.4	30.2	-7.1	-16.3	·	-3.2	1.0
OCc1ccccc1NC(=S)Nc1cccnc1	-2.3	-11.3	7.9	4.1	·	11.3	-5.3	·	-11.3	4.9
CCCn1c(=O)n(C)c(=O)c2c(SCC(=O)Nc3cc(C)on3)nc(C(C)(C)C)nc21	-1.7	36.1	3.7	-0.2	-1.7	-36.1	3.5	-0.4	-20.4	-11.1
O=C(O)c1cccc(NC(=S)N/N=C/c2cccnc2)c1	-2.0	-2.4	2.7	-2.0	-3.1	2.4	-6.3	-2.3	1.8	-1.7
CC1(C(=O)Nc2ccc3c(c2)OCCO3)CC1(Cl)Cl (stereo unspecified)	-3.6	-37.4	7.9	-0.1	6.8	37.4	-12.9	-1.6	-2.7	-7.0
CCc1ccc(CNc2ccc3c(c2)ncn3C(C)(C)C)cc1	1.7	18.1	34.8	28.3	-0.8	-18.1	-12.4	-2.2	6.7	-7.0
Cc1c(C#N)c2ncn(Cc3ccccn3)c(=O)c2n1-c1ccccc1	-0.4	-11.0	-0.9	2.3	4.0	11.0	-3.4	-1.6	7.9	-0.2
CCC(=O)NC(=S)Nc1ccccc1C(F)(F)F	0.6	6.0	6.8	1.1	23.3	-6.0	3.6	-1.6	8.7	-5.3
O=C(NC1CCCc2ccccc21)c1c(F)cccc1Cl (stereo unspecified)	-2.0	·	6.6	-1.0	18.4	·	-5.9	5.1	-1.4	0.5
COc1cccc(NC(=S)N(CCc2c(C)[nH]c3ccc(C)cc23)Cc2cccs2)c1	-1.3	8.9	·	·	-10.5	-8.9	7.1	·	-5.5	-7.0
O=[N+]([O-])c1cccc2c(N3CCCC3)ccnc12	-0.1	0.1	-79.8	16.2	-9.3	-0.1	-7.7	-3.6	4.1	5.0
Cc1nc2ccccn2c1C(=O)NC1CCCCC1	0.2	-9.1	4.5	-1.6	7.0	9.1	-1.2	-2.9	38.8	-4.2
Cc1ccc(C(C)C)c(OCC(=O)N/N=C/C2CCCCC2)c1	-3.0	0.6	2.9	-6.9	4.9	-0.6	-8.5	0.3	9.7	-17.0
Cc1ccc(/C=N/NC(=O)Cn2nccc2C)o1	-2.3	-2.1	·	-8.2	1.9	2.1	6.2	-9.2	·	3.2
Cn1c(O)c(C2=c3ccccc3=NC2=O)[nH]c1=S	-2.5	-43.1	-16.5	-0.4	-10.7	43.1	-9.4	-1.2	-2.3	4.9
CC(=O)OCC(=O)C1(O)CCC2C3CCC4=CC(=O)CCC4(C)C3C(O)CC21C (stereo unspecified)	-0.9	-13.2	-1.2	·	9.4	13.2	12.6	-4.7	-3.0	5.7
O=C1CCc2cc(S(=O)(=O)Nc3ccccc3)cc3c2N1CC3	-3.0	19.5	-7.9	-1.0	9.5	-19.5	-15.4	0.8	4.3	-4.0
CS(=O)(=O)C1=NSC2=NC(=O)/C(=C\c3cccn3-c3ccc(Cl)cc3)C(=N)N21	-0.9	-16.9	-4.4	31.8	-14.1	16.9	1.9	-3.4	10.5	-82.3
Cc1cc(NC(=O)CSc2nnc(C3COc4ccccc4O3)o2)no1 (stereo unspecified)	-1.8	-9.4	-3.6	-1.7	3.2	9.4	-12.0	-3.9	3.4	-5.9
O=C1CC(C(=O)N2CCN(c3ccccc3)CC2)CN1Cc1ccccc1 (stereo unspecified)	0.2	-15.3	4.8	0.9	-20.4	15.3	-11.9	·	-6.2	-3.5
O=C(COc1ccccc1)NC1CCCc2ccccc21 (stereo unspecified)	1.0	-11.7	-6.5	-4.2	-15.9	11.7	-16.7	·	-11.1	-2.1
Cc1cnc(C(=O)OCC(=O)Nc2ccccc2-c2ccccc2)cn1	-0.4	1.8	5.7	0.6	7.3	-1.8	-2.7	-4.0	13.9	-0.1
COc1ccc(NC(=O)c2cccs2)cc1	-3.7	-6.1	56.5	-1.7	-1.3	6.1	-3.4	3.6	-2.9	-10.3
CC(=O)CC1(C)OC(N)=C(C#N)C1(C#N)C#N (stereo unspecified)	0.2	-17.0	·	0.5	25.2	17.0	-21.4	·	0.2	3.2
Cc1ccc(O)c(NC(=O)CN(C)S(=O)(=O)c2ccc(Cl)cc2)c1	-0.7	-1.0	-4.8	0.3	38.0	1.0	-0.6	2.7	-0.3	8.2

Rewritten with values under each structure: part of the list above.
Below each compound: CAL PDZ FP-1, SR-BI HDL uptake, MITF act, NSD2 inh, PfHsp90 yeast 2, SR-BI DiI-HDL act, PvdQ acylase, CAL PDZ FP-2, Rtt109 HAT inh, dFosB act
- CCOC(=O)c1[nH]c2cc3c(cc2c1NC(=O)CN1CCc2ccccc2C1)OCO3
    -0.9, -4.5, ·, -1.2, -24.8, 4.5, -0.7, ·, -5.3, -0.3
- Cc1cnc(C(=O)OCC(=O)Nc2ccccc2-c2ccccc2)cn1
    -0.4, 1.8, 5.7, 0.6, 7.3, -1.8, -2.7, -4.0, 13.9, -0.1
- O=C(NC1CCCc2ccccc21)c1c(F)cccc1Cl (stereo unspecified)
    -2.0, ·, 6.6, -1.0, 18.4, ·, -5.9, 5.1, -1.4, 0.5
- O=C1CC(C(=O)N2CCN(c3ccccc3)CC2)CN1Cc1ccccc1 (stereo unspecified)
    0.2, -15.3, 4.8, 0.9, -20.4, 15.3, -11.9, ·, -6.2, -3.5
- Cc1cc(C(=O)N2CCN(c3cccc(Cl)c3)CC2)c(C)o1
    0.3, -2.2, -5.7, 4.4, -9.8, 2.2, -13.3, 14.3, -12.8, -4.7
- COc1ccc(C(CNC(=O)c2ccco2)N2CCOCC2)cc1 (stereo unspecified)
    -0.2, -14.9, 12.8, -1.2, 10.4, 14.9, -4.7, 1.3, -4.2, 1.8

(list continues)
SMILES	CAL PDZ FP-1	SR-BI HDL uptake	MITF act	NSD2 inh	PfHsp90 yeast 2	SR-BI DiI-HDL act	PvdQ acylase	CAL PDZ FP-2	Rtt109 HAT inh	dFosB act
COc1cc(OC)c2c(-c3ccccc3)cc(=O)oc2c1C(CC(=O)N1CCCC1)c1ccc2c(c1)OCO2 (stereo unspecified)	0.0	-4.0	5.5	·	·	4.0	-2.3	-0.1	-13.1	-10.8
COc1ccccc1Nc1ncnc2sccc12	-0.4	18.3	-7.0	-0.3	-0.3	-18.3	12.8	5.8	13.4	-0.1
Cc1ccc2c(c1)-c1c(ssc1=S)C(C)(C)N2C(=O)CN1C(=O)c2ccccc2C1=O	-0.1	38.6	-15.3	-0.8	-60.9	-38.6	-13.9	6.0	3.8	-10.3
CCN(CC)CCc1nc(-c2ccccc2)no1	-0.8	4.7	5.4	·	30.3	-4.7	6.1	6.0	-6.6	5.8
CCN(Cc1ccccc1)S(=O)(=O)c1cc(C(=O)OC)n(C)c1	-5.7	-1.5	-1.7	·	7.4	1.5	-5.3	1.1	1.1	-8.1
Cc1sc(NC(=O)/C=C/c2ccco2)c(C(=O)OC(C)C)c1C	0.2	52.3	-9.1	-3.1	10.7	-52.3	-11.9	-1.3	0.0	-2.6
